FUS yeast rescue – rescues growth of FUS-expressing yeast | 0.24% of 390,000 active | Potency, µM (doses to about 76.6 µM), inactives show at the highest dose growth rescue (activation), actives largely listed as activators | S. cerevisiae FUS-expressing, growth rescue, OD600, 24 h | AID 1347120;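 also: potency is read from the fitted curve at half-maximal effect; plate controls were DMSO vehicle for no effect and reference control for full effect; nearly all actives have a fitted effect of over 55% in size; some results filed as inactive show a strong effect at the top dose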
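Quantitative HTS measuring growth restoration of FUS-toxic yeast. Galactose-induced cells (OD 0.005) were exposed 24hr at 30C to compounds at several concentrations, then absorbance at 600 nm was recorded.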
PI5P4Ka inh – blocks human PI5P4K alpha kinase activity; P48426; PI5P4Kalpha enzyme, ADP-Glo luminescence, 60 min; active compounds read low; max response, %; 1.2% of 330,000 active; active = max response of -50% or lower; inconclusive = between -30% and -50%; inactive = -30% or higher; also: value at the top dose of about 77 µM; % is scaled to controls: 0 for no effect and ±100 for the full control effect
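Enzyme plus substrate dispensed, test compounds pinned in, then ATP (5 microM final) added. After 60 min at RT, ADP-Glo reagent 1 for 45 min and reagent 2 for 30 min preceded luminescence imaging.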
EPAC1 ag – activates human EPAC1 exchange factor; EPAC1 agonist qHTS, biochemical assay; response scale: 100% = response to 6.5 mM cAMP; Potency, µM (top dose mostly 154 µM), for inactives: at the top dose activation, hits mostly activators; 0.073% of 360,000 active; AID 720707; also: potency is read from the fitted curve at half-maximal effect; nearly all actives have a fitted effect of over 60% in size
Target sequence (O95398 whole entry, looked up): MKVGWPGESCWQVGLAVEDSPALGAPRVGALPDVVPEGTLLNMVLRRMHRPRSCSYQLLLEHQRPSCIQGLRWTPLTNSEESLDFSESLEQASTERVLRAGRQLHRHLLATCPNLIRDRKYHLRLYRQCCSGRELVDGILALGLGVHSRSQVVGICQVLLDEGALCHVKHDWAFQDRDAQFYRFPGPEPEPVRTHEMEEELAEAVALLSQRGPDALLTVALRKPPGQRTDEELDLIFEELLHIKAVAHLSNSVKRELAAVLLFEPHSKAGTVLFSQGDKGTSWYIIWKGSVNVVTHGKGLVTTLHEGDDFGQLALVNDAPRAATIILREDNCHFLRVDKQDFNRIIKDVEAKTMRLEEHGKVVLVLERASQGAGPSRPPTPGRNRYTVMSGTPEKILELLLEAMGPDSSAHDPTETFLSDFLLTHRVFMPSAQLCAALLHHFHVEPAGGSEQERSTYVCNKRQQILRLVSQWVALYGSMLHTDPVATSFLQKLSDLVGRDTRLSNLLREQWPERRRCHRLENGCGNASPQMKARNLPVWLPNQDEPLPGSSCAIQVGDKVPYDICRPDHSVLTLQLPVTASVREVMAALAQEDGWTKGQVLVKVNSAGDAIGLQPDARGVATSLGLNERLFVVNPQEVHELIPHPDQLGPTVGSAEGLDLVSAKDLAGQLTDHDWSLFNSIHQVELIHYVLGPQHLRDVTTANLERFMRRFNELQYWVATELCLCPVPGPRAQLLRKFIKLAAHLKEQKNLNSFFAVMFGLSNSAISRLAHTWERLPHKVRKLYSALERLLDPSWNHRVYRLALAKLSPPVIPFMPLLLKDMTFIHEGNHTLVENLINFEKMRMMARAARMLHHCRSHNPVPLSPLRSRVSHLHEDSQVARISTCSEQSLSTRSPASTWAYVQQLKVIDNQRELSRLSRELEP
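Compounds were pinned as a concentration titration into mixtures of EPAC1 (100 nM), BODIPY-GDP-loaded Rap1B (250 nM) and GDP (50 uM). After 5 min at room temperature, fluorescence was followed for 30 min; activity was scaled to 6.5 mM cAMP.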
PLK1 PBD inh – PLK1 (human) polo-box domain binding inhibition; P53350; Plk1 PBD binding of FITC phosphopeptide, fluorescence polarization; Potency, µM, without a hit: max response, negative = inhibition, actives largely listed as inhibitors; 2.8% of 360,000 active; also: potency is read from the fitted curve at half-maximal effect; series mostly up to about 57 µM; % is scaled to controls: 0 for no effect and ±100 for the full control effect; nearly all actives have a fitted effect of over 65% in size
aSyn yeast inh – rescues yeast growth from alpha-synuclein toxicity. Yeast expressing alpha-synuclein, growth rescue, BacTiter-Glo, 24 h. Potency, µM (highest dose often 46.1 µM), for inactives: at the highest dose growth rescue (activation), hits mostly activators. 0.14% of 370,000 active. AID 652106; also: potency is read from the fitted curve at half-maximal effect; % of control where 0% means no effect; nearly all actives have a fitted effect of over 65% in size
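Readout is rescue of growth in alpha-synuclein-expressing yeast, so inhibitors of toxicity appear as activators. Growth after 24 hr at 30 deg C in galactose medium is quantified by luminescence.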
WRN inhibitor – inhibitors of human WRN helicase. Q14191. WRN helicase unwinding, fluorescent forked duplex, kinetic. Potency, µM (top dose mostly 114 µM), without a hit: at the highest dose activity change, negative = inhibition, hits mostly inhibitors. 0.46% of 360,000 active. AID 651768; also: potency is read from the fitted curve at half-maximal effect; % is scaled to controls: 0 for no effect and ±100 for the full control effect; nearly all actives have a fitted effect of over 55% in size
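Screening of the MLSMR collection measured strand separation of a quenched forked DNA duplex (100 nM) by 20 nM WRN with 2 mM ATP, all final. Compounds were preincubated with enzyme 15 min at room temperature.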
Abeta rescue – A-beta toxicity reversal in yeast. yeast expressing A-beta42, growth rescue, OD600, 48 h; response scale: 0% DMSO, 100% iron-clioquinol control. Potency, µM (titrated, usually from 46.1 µM), inactives show top-dose growth rescue, most hits filed as activators. 0.063% of 410,000 active. AID 1347071; also: potency is read from the fitted curve at half-maximal effect; nearly all actives have a fitted effect of over 55% in size
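Growth rescue measured by 600 nm absorbance after 48 h yeast culture at 30 C with compound. Values normalized between DMSO and an equimolar ferric chloride plus clioquinol control.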
EPAC1 antag – antagonists of human EPAC1; O95398; EPAC1 GEF assay, Rap1b-BODIPY-GDP exchange fluorescence; Potency, µM (series often up to 115 µM), without a hit: top-dose activity change, negative = inhibition, actives largely listed as inhibitors; 0.14% of 360,000 active; AID 720709;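 also: potency is read from the fitted curve at half-maximal effect; plate controls were vehicle for no effect and positive control for full effect; nearly all actives have a fitted effect of over 50% in size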
IL-2 act – activators of IL-2 | IL-2 activation reporter assay, cell-based qHTS; stimulated with anti-CD3/CD4/CD28 beads; in transgenic mouse T cells | activation, % (series mostly up to about 46 µM) | 0.065% of 360,000 active | AID 652025; in the data active = activation above about 50%; inconclusive = mostly about 30% to 49%; also: 0% is about no effect
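Readout is EGFP and DsRed signal by fluorescent plate cytometry after 18 h at 37 degrees C. Transgenic mouse T cells (750/well) received compound for 60 min before bead stimulation (anti-CD3, anti-CD4, anti-CD28); memory T cells served as non-tolerant control.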
Active calls of the source: *; ? = inconclusive; . = no result given; & = joins results of further samples; [ ] = dose if it differs, or a comment. Unless noted, calls follow the shape of the dose curve; as a rule, active = well fitted curve in the direction sought with a large enough effect; inconclusive = small, poorly fitted or top-dose-only effect, or another doubt; inactive = no such curve, though single readings can be large; an effect the other way counts as inactive or inconclusive.

1: CCn1cc(SCC(=O)NC2CCCC2)c2ccccc21
2: CC(C)COC(=O)n1c(=O)oc2cc(S(=O)(=O)N3CCCCC3)ccc21
3: C=C1C(=O)OCC2C(C(=O)O)=CC3C(C)C(C)=CC123 (configuration not stated)
4: O=C(CCc1ccccc1)OCCN1CCOCC1
5: Fc1ccc(-n2nnnc2-c2ccccc2Cl)cc1
6: COc1ccc(/C=N/NC(=O)c2ccccc2NC(=O)c2ccco2)c(OC)c1
screen / no.	1	2	3	4	5	6
FUS yeast rescue	.	44%	-9%	-25%	8%	39%
PI5P4Ka inh	4	.	2	-3	-7	-9
EPAC1 ag	4%	19%	-2%	4%	-4%	2%
PLK1 PBD inh	-6%	-4%	6%	0%	2%	-7%
aSyn yeast inh	-4%	11%	1%	-7%	15%	-7%
WRN inhibitor	-32%	-5%	-5%	14%	3%	2%
Abeta rescue	0%	3%	-13%	3%	-7%	-3%
EPAC1 antag	16%	-4%	2%	8%	11%	-10%
IL-2 act	-3.8	-1.1	-4.1	0.3	-2.1	-2.2

7: CCC(C)N(C(=O)c1csnn1)C(C(=O)NC1CCCC1)c1ccccc1F (configuration not stated)
8: CCCN(CCC)C(=O)Cn1c(=O)n(CCC(=O)NCCc2ccccc2)c(=O)c2ccccc21
9: COc1ccc(NC(=O)C(c2ccccc2F)n2c(=O)c(-c3ccco3)nc3ccccc32)cc1 (configuration not stated)
10: Cc1c(Cl)cccc1NC(=O)CCN1CCC(C(N)=O)CC1
11: CCCNC(C)(C)COC(=O)c1ccccc1
12: O=C(COC(=O)COc1ccc(Cl)cc1Cl)NC1CCCCCC1
screen / no.	7	8	9	10	11	12
FUS yeast rescue	17%	-15%	?	-31%	-26%	6%
PI5P4Ka inh	1	-6	-15	-7	3	17
EPAC1 ag	0%	-1%	10%	6%	1%	7%
PLK1 PBD inh	-1%	-4%	4%	1%	-8%	1%
aSyn yeast inh	12%	3%	1%	5%	6%	-12%
WRN inhibitor	10%	-2%	-7%	12%	0%	-3%
Abeta rescue	-2%	12%	6%	-4%	-6%	9%
EPAC1 antag	1%	-4%	-1%	24%	4%	1%
IL-2 act	0.5	-0.3	0.7	1.0	0.6	1.5

13: Cc1ccnc2nc(C(=O)NC3=NCCS3)nn12
14: COc1ccc(OC)c(N(CC(=O)Nc2cccc3ccccc23)S(C)(=O)=O)c1
15: COc1ccc(-n2c(Cc3cccn3C)nnc2SCC(=O)Nc2cc(C)cc(C)c2)cc1
16: CCCOC(=O)CSc1nnc(-c2ccc(Cl)cc2Cl)o1
17: Cn1c(N)c(C(=O)COC(=O)C2CCCN2C(=O)c2cccs2)c(=O)n(C)c1=O (configuration not stated)
18: CN(C)CCCN1C(=O)c2cccc3c(Br)ccc(c23)C1=O
screen / no.	13	14	15	16	17	18
FUS yeast rescue	?	13%	38%	0%	2%	-21%
PI5P4Ka inh	6	1	-1	2	-11	-4
EPAC1 ag	-2%	-2%	-7%	10%	8%	3%
PLK1 PBD inh	-4%	1%	-1%	-1%	-19%	?
aSyn yeast inh	-8%	-6%	2%	0%	6%	20%
WRN inhibitor	-21%	-5%	-1%	1%	4%	10%
Abeta rescue	-2%[9.22 µM]	-4%	?	5%	-1%	-24%
EPAC1 antag	0%	-18%	-16%	-2%	-5%	8%
IL-2 act	-4.9	-6.3	-2.8	0.1	0.5	-0.2

19: COc1ccc(C)cc1NC(=O)Cn1cnc2sc(C)c(S(=O)(=O)N3CCOCC3)c2c1=O
20: C[C@@H]1CN([C@H](C)CO)C(=O)CCCn2nncc2CO[C@@H]1CN(C)C(=O)c1ccncc1
21: O=C(NCCc1cccc(Cl)c1)c1cccs1
22: Cc1ccc2nc(/C(C#N)=C/c3ccc(-c4cccc([N+](=O)[O-])c4)o3)[nH]c2c1
23: CN1CCN(Cc2cc(Cl)c3cccnc3c2OC(=O)c2cccs2)CC1
24: CCCN1CCN(S(=O)(=O)c2ccc3c(c2)OCCO3)CC1
screen / no.	19	20	21	22	23	24
FUS yeast rescue	-10%	-22%	19%	.	24%	31%
PI5P4Ka inh	2	-8	-4	-2	-2	10
EPAC1 ag	0%	-12%	-2%	-3%	-1%	0%
PLK1 PBD inh	-20%	-8%	-10%	-15%	-1%	-21%
aSyn yeast inh	6%	-3%	-5%	-2%	4%	6%&-7%
WRN inhibitor	-2%	-6%	1%	?	5%	6%
Abeta rescue	17%	-8%	12%	6%	-23%	-12%
EPAC1 antag	-4%	1%	-2%	-8%	16%	-21%
IL-2 act	1.9	2.5	-1.4	2.2	-0.7	1.0

25: Clc1ccc(OCCN2CCN(c3ncnc4sccc34)CC2)cc1
26: Cc1cccc(-c2noc(CCC(=O)NC3CCCCC3)n2)c1
27: COc1c(C(=O)Nc2ccccc2N2CCOCC2)cc2ccccc2c1Br
28: CCC(C(=O)Nc1cc(F)ccc1F)n1nc(C)c2c(C)n(-c3ccc(C)cc3)nc2c1=O (configuration not stated)
29: O=c1ccc(Cl)cn1Cc1ccccc1F
30: COCCNC(=O)C1(C)CCCN(C(=O)c2ccccc2OC(F)(F)F)C1 (configuration not stated)
screen / no.	25	26	27	28	29	30
FUS yeast rescue	10%	7%	9%	?	1%	-19%
PI5P4Ka inh	-4	-2	21	0	-4	3
EPAC1 ag	0%	-9%	10%	11%	2%	-13%
PLK1 PBD inh	-5%	-13%	-1%	1%	-2%	-6%
aSyn yeast inh	-1%	0%	4%	2%	0%	-7%
WRN inhibitor	-2%	9%	-9%	-4%	0%	-1%
Abeta rescue	17%	9%	18%	-14%&-14%	27%	-17%
EPAC1 antag	0%	0%	-8%	13%	-4%	4%
IL-2 act	-1.6	-2.9	0.3	-5.4	3.4	-0.6

31: NC(=O)CSc1cn(CCNC(=O)c2cccs2)c2ccccc12
32: CC1CCN(CCNC(=O)c2ccc3c(=O)n(Cc4ccc(Cl)cc4)c(=S)[nH]c3c2)CC1
33: O=C(NCCCN1CCCC1=O)c1ccc(Cl)c(NS(=O)(=O)c2ccc(F)cc2)c1
34: O=C(O)c1cc([N+](=O)[O-])cc2ccccc12
35: O=C(NCc1cccnc1)C1CCN(S(=O)(=O)c2cccnc2)CC1
36: Cc1ccc(CC(=O)N2CCC(c3nc4c(nnn4Cc4ccccc4)c(=O)[nH]3)CC2)cc1
screen / no.	31	32	33	34	35	36
FUS yeast rescue	-27%	1%	18%	-4%	8%	16%
PI5P4Ka inh	-17	-19	3	0	-8	-3
EPAC1 ag	10%	-1%	-3%	3%	9%	-1%
PLK1 PBD inh	-2%	-4%	-6%	19µM*	-9%	-3%&-15%
aSyn yeast inh	12%	-41%[inhibitor]	1%	8%	?	5%
WRN inhibitor	?	16%	-8%[57.1 µM]	10%	-1%	-1%
Abeta rescue	3%	-10%	-9%	14%	-13%	-7%
EPAC1 antag	-1%	-4%	8%	11%	5%	-14%
IL-2 act	-2.1	-1.2	-1.4	-0.4	0.2	-1.0

2 of the compounds above, as tab-separated lines:
nr	SMILES	FUS yeast rescue	PI5P4Ka inh	EPAC1 ag	PLK1 PBD inh	aSyn yeast inh	WRN inhibitor	Abeta rescue	EPAC1 antag	IL-2 act
36	Cc1ccc(CC(=O)N2CCC(c3nc4c(nnn4Cc4ccccc4)c(=O)[nH]3)CC2)cc1	16%	-3	-1%	-3%&-15%	5%	-1%	-7%	-14%	-1.0
31	NC(=O)CSc1cn(CCNC(=O)c2cccs2)c2ccccc12	-27%	-17	10%	-2%	12%	?	3%	-1%	-2.1

Some of these compounds in order of heavy-atom count, low to high:
34: O=C(O)c1cc([N+](=O)[O-])cc2ccccc12
32: CC1CCN(CCNC(=O)c2ccc3c(=O)n(Cc4ccc(Cl)cc4)c(=S)[nH]c3c2)CC1
36: Cc1ccc(CC(=O)N2CCC(c3nc4c(nnn4Cc4ccccc4)c(=O)[nH]3)CC2)cc1
screen / no.	34	32	36
FUS yeast rescue	-4%	1%	16%
PI5P4Ka inh	0	-19	-3
EPAC1 ag	3%	-1%	-1%
PLK1 PBD inh	19µM*	-4%	-3%&-15%
aSyn yeast inh	8%	-41%[inhibitor]	5%
WRN inhibitor	10%	16%	-1%
Abeta rescue	14%	-10%	-7%
EPAC1 antag	11%	-4%	-14%
IL-2 act	-0.4	-1.2	-1.0

(continued)
37: COc1ccc(CCCNC(=O)C2(C)Cc3c(-c4ccc(C(N)=O)cc4)ccnc3O2)cc1 (configuration not stated)
38: CC(=O)Nc1cc2c(cc1C(C)=O)OCCO2
39: N/C(=N\NS(=O)(=O)c1ccccc1Cl)c1ccccn1
40: CCCNC(=O)c1c(Cl)cnn1-c1ccc(C)cc1
41: CN(C)c1nc2ccccc2c(N)c1-c1ccccc1
42: CN(C)C(=O)NCc1ccc(S(N)(=O)=O)cc1
screen / no.	37	38	39	40	41	42
FUS yeast rescue	4%	0%	9%	1%	16%	3%
PI5P4Ka inh	6	3	0	4	.	.
EPAC1 ag	-14%	7%	4%	-3%	4%	9%
PLK1 PBD inh	3%	-4%	3%	-7%	?	-11%
aSyn yeast inh	5%	0%	4%	-1%	-4%	-3%
WRN inhibitor	-5%	-3%	3%	-4%	-2%	-7%
Abeta rescue	-2%	-13%	6%	-23%	-12%	-7%
EPAC1 antag	1%	1%	15%	-13%	-7%	4%
IL-2 act	-0.6	0.7	0.3	-0.1	0.8	-0.5

43: Cc1ccc(S(=O)(=O)Cn2nnnc2C(C(C)C)N2CCN(Cc3ccco3)CC2)cc1 (configuration not stated)
44: CCOC(=O)N1CCC(NC(=O)c2ccc(CS(=O)c3cccc(Cl)c3)o2)CC1 (configuration not stated)
45: CC1CCCCN1CCCn1c(=S)[nH]c2ccccc2c1=O (configuration not stated)
46: COc1ccc(C2=Nc3ccc(C)cc3C(c3ccccc3)N2CC(=O)NN)cc1 (configuration not stated)
screen / no.	43	44	45	46
FUS yeast rescue	11%	-2%	2%	43%
PI5P4Ka inh	1	-3	-3	-1
EPAC1 ag	-9%	1%	15%	4%
PLK1 PBD inh	-2%	?	-10%	1%
aSyn yeast inh	-13%	7%	2%	-8%
WRN inhibitor	17%	8%	-25%	-3%
Abeta rescue	3%	7%	7%	-7%
EPAC1 antag	0%	14%	-5%	5%
IL-2 act	-1.1	-0.4	1.9	-1.8

High-throughput results: PubChem, National Center for Advancing Translational Sciences (NCATS)
